# High-throughput results as filed in PubChem.
# influenza NS1A = NS1A inhibition, H1N1 influenza, cell based functional assay (AID 504329). NS1A functional cell-based assay, percent inhibition; higher % means a stronger effect. inhibition, % at 12.5 µM; hits with a dose series show IC50 in µM. 0.3% of 340,000 active; in the data active = a potency from the dose series; inconclusive = inhibition above about 27% without an active follow-up result; note: strong numbers were not always called active
# Salmonella PhoP GFP = PhoP regulon inhibitors, Salmonella typhi PhoP promoter GFP reporter, confirmatory (AID 1850); Salmonella Typhi PhoP-promoter GFP reporter, fluorescence, 4 h; higher % means a stronger effect; one-dose inhibition, % at 50 µM; IC50 in µM for titrated hits; 0.33% of 310,000 active; in the data active = a potency from the dose series; inconclusive = inhibition mostly from about 25% at the one dose, without a potency; inactive = the rest, 99 in 100 with inhibition below about 19%;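 note: 0% = induced wells with vehicle and 100% = uninduced wells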
# VEEV TC-83 Vero = inhibitors of VEEV TC-83 cytopathic effect, confirmation, Vero cells (AID 588727); inhibition, % at 20 µM; hits with a dose series show IC50 in µM; Vero cells, VEEV TC-83 cytopathic effect inhibition; higher % means a stronger effect; 0.13% of 350,000 active; in the data active = a potency from the dose series; inconclusive = inhibition mostly from about 14% at the one dose, without a potency; inactive = the rest, 99 in 100 with inhibition below about 12%; note: strong numbers were not always called active
# tuberculosis growth = growth inhibition of non-replicating M. tuberculosis (AID 488890) | Mycobacterium tuberculosis non-replicating, growth inhibition; higher % means a stronger effect | one-dose inhibition, % at 25 µM; IC50 in µM for titrated hits | 0.39% of 320,000 active; in the data active = a potency from the dose series; inconclusive = inhibition mostly from about 82% at the one dose, without a potency; inactive = the rest, 99 in 100 with inhibition below about 76%;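 note: plate controls were DMSO cells for no effect and high antibiotic wells for full effect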
# H37Rv inhibition = M. tuberculosis growth inhibition, HTS (AID 449762). M. tuberculosis H37Rv growth inhibition, 7H9 media; higher % means a stronger effect. inhibition, % at 25 µM; hits with a dose series show IC50 in µM. 0.59% of 330,000 active; in the data active = a potency from the dose series; inconclusive = inhibition above about 70% without an active follow-up result;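 note: bacterial growth assessed after seven days of incubation; strong numbers were not always called active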
# VEEV TC-83 Vero 10K pilot screen = also measured in VEEV TC-83 Vero; calls as there; inhibition, %; measured here: 10K pilot screen inhibition
# Numbers without * were called inactive; i = inactive; ? = inconclusive; . = not tested or not shown.
SMILES,influenza NS1A,Salmonella PhoP GFP,VEEV TC-83 Vero,tuberculosis growth,H37Rv inhibition,others
CCOC(=O)c1cc(-c2ccccc2)n(CC(=O)NC(C)(C)C)c1C,-10%,-2%,i,-14%,6%,
CCCCN(CC)C(=O)c1ccc(-c2ccccc2)cc1,-14%,-1%,i,74%,6%,
O=C(O)c1ccc(/C=N/NC(=O)c2ccc(F)cc2)cc1,11%,-12%,1.7%,-2%,-4%,
Cc1ccc(S(=O)(=O)CCC(=O)N2CCN(c3ccccc3F)CC2)cc1,-13%,2%,1.6%,9%,-5%,
O=C(c1cc(-c2ccccc2Cl)nc2ccc(Br)cc12)N1CCN(c2ccccn2)CC1,-7%,-1%,6.3%,30%,5%,
CC1(c2ccccc2)NC(=O)N(CC(=O)NCc2cccc(Cl)c2)C1=O (stereo unspecified),4%,7%,0.1%,7%,-2%,
COc1cccc(NC(=O)Cc2nnc(SCC(=O)NC(C)c3ccccc3)n2C)c1 (stereo unspecified),-9%,-8%,0.7%,-1%,7%,
COc1ccc(NC(=O)CCN2CCN(S(=O)(=O)c3ccc(Br)cc3)CC2)cc1,-1%,3%,1.9%,23%,4%,
O=C(O)/C=C/C(=O)Nc1cc(F)ccc1F,1%,-26%,0.9%,-16%,8%,
Cn1c(=O)c2cc3c(nc2n(C)c1=O)CC(c1ccccc1)CC3=O (stereo unspecified),-2%,0%,3.8%,7%,3%,
O=C(Nc1ncc2c(n1)-c1ccccc1OC2)c1ccccc1Cl,4%,5%,5.1%,.,6%,
CCOc1ccc(S(=O)(=O)N2CCOCC2)cc1NC(=O)CSCc1c(C)noc1C,-1%,4%,8.8%,-3%,2%,
CCCNC(=O)c1ccc(N2CCC3(CC2)CC(c2cccc(Br)c2)=NO3)c(NC(=O)c2ccccc2)c1,-13%,-1%,5.1%,-22%,-1%,
CC(C)OCCCNC(=O)c1ccncc1,-1%,0%,1.9%,0%,-3%,
O=C(O)C(C(=O)Oc1ccccc1)C(C(=O)O)C(=O)Oc1ccccc1 (stereo unspecified),-4%,.,0.9%,-7%,-16%,
COc1ccc(NC(=O)NNC(=O)c2cc3ccccc3cc2O)cc1,-11%,-4%,4.8%,-22%,-3%,
CCOC(=O)c1ccc(N2CCN(c3ccccc3F)CC2)c(NC(=O)Nc2cccc(OC)c2)c1,27%,-5%,8.8%,-1%,18%,
Cc1ccccc1SCC(=O)OCC(=O)NCCNC(=O)COC(=O)CSc1ccccc1C,-2%,3%,4.1%,-12%,8%,
O=C(O/N=C(\c1ccccc1)c1ccccn1)c1cccc2ccccc12,-14%,-7%,1.1%,73%,4%,
COc1ccc(Br)cc1C1CC(=O)N2CN(Cc3ccccc3)CSC2=C1C#N (stereo unspecified),4%,-6%,7.7%,50%,-1%,
Cc1ccc(NC(CNS(=O)(=O)c2ccc(Cl)cc2)c2ccccc2)cc1 (stereo unspecified),-6%,-8%,0.1%,6%,2%,
COc1cc2ccccc2cc1C(=O)N/N=C/c1cccnc1,7%,18%,?,44%,?,
Fc1cccc(/C=N/N=C/c2cccc(F)c2)c1,13%,7%,1.0%,19%,5%,
CC/C(=N\O)c1c(O)c2c(n(-c3ccccc3)c1=O)CCCC2,23%,-6%,2.2%,34%,-3%,
Cc1ccccc1C(=O)Nc1ccc(C(=O)N/N=C/c2ccccn2)cc1,-6%,10%,1.3%,21%,4%,
Nc1nnc(SCC(=O)Nc2cccc(S(=O)(=O)N3CCOCC3)c2)s1,-8%,-2%,3.9%,-7%,-3%,
COc1cccc(NC(=O)N2CCCC(C(=O)NC3CCCCC3C)C2)c1 (stereo unspecified),-2%,1%,i,-5%,1%,
O=C(O)c1ccc(/C=N/NC(=O)c2cc(-c3ccc4c5c(cccc35)CC4)n[nH]2)cc1,-4%,-2%,0.7%,37%,13%,
CC(=O)NC(CCCCNC(=S)NC1CCCCC1)C(=O)O (stereo unspecified),9%,-3%,0.6%,2%,-7%,
CCC(C(=O)NC1CCCCCC1)n1nc(C)n2c(cc3occc32)c1=O (stereo unspecified),7%,-8%,i,-3%,12%,

# By substructure: the entries above with a COOH group (5)
SMILES,influenza NS1A,Salmonella PhoP GFP,VEEV TC-83 Vero,tuberculosis growth,H37Rv inhibition,others
O=C(O)c1ccc(/C=N/NC(=O)c2ccc(F)cc2)cc1,11%,-12%,1.7%,-2%,-4%,
O=C(O)/C=C/C(=O)Nc1cc(F)ccc1F,1%,-26%,0.9%,-16%,8%,
O=C(O)C(C(=O)Oc1ccccc1)C(C(=O)O)C(=O)Oc1ccccc1 (stereo unspecified),-4%,.,0.9%,-7%,-16%,
O=C(O)c1ccc(/C=N/NC(=O)c2cc(-c3ccc4c5c(cccc35)CC4)n[nH]2)cc1,-4%,-2%,0.7%,37%,13%,
CC(=O)NC(CCCCNC(=S)NC1CCCCC1)C(=O)O (stereo unspecified),9%,-3%,0.6%,2%,-7%,

# Other results follow:
SMILES,influenza NS1A,Salmonella PhoP GFP,VEEV TC-83 Vero,tuberculosis growth,H37Rv inhibition,others
O=C(COc1ccc2c3c(c(=O)oc2c1)CCC3)Nc1ccc(CN2CCOCC2)cc1,-2%,10%,0.4%,39%,9%,
Cc1cc(SCC(=O)OCC(=O)c2c(N)n(C)c(=O)n(C)c2=O)c(C)cc1Br,4%,-15%,0.8%,-1%,5%,
CCC(C(=O)Nc1ccccc1Cl)n1nc(C)c2c(C)n(-c3ccccc3)nc2c1=O (stereo unspecified),-4%,-5%,i,22%,3%,
Cc1cc(NC(=O)CN2C(=O)NC(C)(CCc3ccccc3)C2=O)no1 (stereo unspecified),1%,1%,i,0%,-10%,
COc1ccc(Cl)cc1N1CC(c2nc3ccccc3[nH]2)CC1=O (stereo unspecified),3%,12%,7.3%,.,-3%,
CN(CC(=O)Nc1ccc(F)c(F)c1F)C(=O)C1=COCCO1,-1%,0%,0.9%,-2%,-16%,
CC(C)(C)C(O)(CC#CCN1CCCC1)c1ccccc1 (stereo unspecified),0%,-1%,1.0%,0%,1%,
COCCN(C(=O)c1ccc(N(C)S(=O)(=O)c2ccc(C)cc2)cc1)c1c(N)n(CC(C)C)c(=O)[nH]c1=O,6%,.,2.0%,.,.,
O=C(c1ccc2c(c1)OCO2)N1CCN(c2ccccn2)CC1,0%,8%,i,-8%,5%,
C=CCn1c(SCC(=O)NC2CCCc3ccccc32)nnc1-c1ccncc1 (stereo unspecified),6%,-1%,0.3%,5%,-11%,
COc1cc(C(=O)NCCC(=O)NCCCN2CCCCC2C)cc(OC)c1OC (stereo unspecified),-3%,-1%,1.6%,-5%,-8%,
Cc1cc(CNC(=O)Cc2ccccc2)c2ccccc2n1,-10%,16%,i,31%,-5%,
COc1ccc(CNS(=O)(=O)NCc2ccc(C)cc2)cc1,-10%,-6%,i,-7%,7%,
Cc1csc2nc(O)c(C(=O)NCCC3=CCCCC3)c(=O)n12,-13%,0%,5.8%,41%,50%,
COc1nc(OC)nc(Oc2ccc(Cl)cc2[N+](=O)[O-])n1,-3%,-7%,1.0%,.,15%,
CCC1=NC(c2ccc(OC)cc2)N(O)C1(C)C (stereo unspecified),4%,3%,1.1%,3%,-2%,
COC(=O)C1=CNC=C(C(=O)OC)C1c1ccc(Cl)cc1,-7%,-6%,0.2%,7%,-3%,
CCC(C)Cn1c(S(=O)(=O)O)nc2ccccc21 (stereo unspecified),-2%,-6%,1.0%,1%,-1%,
CC(OC(=O)CN(C)S(=O)(=O)c1ccc(Cl)cc1)C(=O)Nc1ncc(Cl)cc1Cl (stereo unspecified),5%,-8%,1.2%,1%,-1%,
CCc1cccc(CC)c1NC(=O)COC(=O)CC1c2ccccc2CCN1S(=O)(=O)c1ccccc1 (stereo unspecified),-4%,-6%,7.1%,36%,12%,
Cc1cc2ncc(C(N)=O)cn2n1,8%,-8%,0.5%,-2%,-8%,
COc1ccc(C(C)(C)C)cc1NC(=O)C1CC(=O)N(C2CCCC2)C1 (stereo unspecified),1%,.,i,-5%,3%,
COc1ccc(-c2ncc(CN3CCC(CO)(Cc4cccc(OC)c4)CC3)cn2)cc1,22%,-6%,2.4%,50%,4%,
CCOC(=O)c1c(S(=O)(=O)NCC(=O)Nc2cc(C)ccc2OC)c(C)n(C)c1C,3%,1%,i,-1%,5%,
CCC(=O)Nc1nc(=S)ss1,4%,-1%,0.8%,?,4%,
O=C(NCCCN1CCN(Cc2ccccc2)CC1)c1nnc(Cc2c(F)cccc2Cl)o1,-5%,-2%,2.1%,25%,7%,VEEV TC-83 Vero 10K pilot screen=0.2
O=C(COc1ccccc1F)NNC(=O)c1ccc(N2CCCCC2)c([N+](=O)[O-])c1,0%,-3%,0.9%,-1%,4%,
C[C@@H]([C@H](O)c1ccccc1)N(C)C(=S)Nc1ccccc1,5%,9%,i,-9%,0%,
COc1cccc(OC)c1OCC(O)CN1CCN(c2ccc(F)cc2)CC1 (stereo unspecified),-4%,-3%,i,-7%,0%,
CCN(CC)C(=S)SCC(=O)c1ccc(F)cc1,13%,-10%,i,?,-3%,
O=C(CN(Cc1cccs1)C(=O)CSc1nnc(COc2ccccc2)o1)NC1CCCCC1,-10%,-28%,7.7%,6%,31%,
Cc1cc(NCCN2CCOCC2)c2ccc3ccccc3c2n1,0%,0%,0.5%,35%,4%,
CCOC(=O)C(C(=O)Nc1nc2ccccc2s1)C1CCCCC1 (stereo unspecified),-6%,0%,5.4%,26%,42%,
Cc1ccc(C(=O)O)cc1S(=O)(=O)Nc1ccccc1C(=O)NC1CC1,-9%,.,3.7%,.,.,

# A stretch of the results above, for reference:
SMILES,influenza NS1A,Salmonella PhoP GFP,VEEV TC-83 Vero,tuberculosis growth,H37Rv inhibition,others
COc1cccc(OC)c1OCC(O)CN1CCN(c2ccc(F)cc2)CC1 (stereo unspecified),-4%,-3%,i,-7%,0%,
CCN(CC)C(=S)SCC(=O)c1ccc(F)cc1,13%,-10%,i,?,-3%,
O=C(CN(Cc1cccs1)C(=O)CSc1nnc(COc2ccccc2)o1)NC1CCCCC1,-10%,-28%,7.7%,6%,31%,
